mcGAS lum: inhibitors of mouse cGAS; recombinant cGAS, Kinase-Glo ATP depletion luminescence; inhibition, % at 12.5 µM; hit rate 0.15% among 160,000; AID 1259399;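 further: 0% = negative control wells and 100% = reference inhibitor with no enzyme activity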
NPYLR7 ag: mosquito NPYLR7 agonism; HEK293T NPYLR7/Galpha15, GCaMP6s calcium fluorescence; activation, % at 10 µM; hit rate 0.15% among 270,000; in the data active means activation above about 40%;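 further: 0% = vehicle and 100% = reference agonist at the receptor; some compounds past the cut are filed as inactive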
hcGAS inh: blocks human cGAS activity | Q8N884 | recombinant h-cGAS, ATP depletion, Kinase-Glo luminescence | inhibition, % at 12.5 µM | hit rate 0.081% among 290,000 | AID 1259398;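 further: 0% = vehicle reaction and 100% = reaction without DNA for no activity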
Target sequence (Q8N884 whole entry, looked up): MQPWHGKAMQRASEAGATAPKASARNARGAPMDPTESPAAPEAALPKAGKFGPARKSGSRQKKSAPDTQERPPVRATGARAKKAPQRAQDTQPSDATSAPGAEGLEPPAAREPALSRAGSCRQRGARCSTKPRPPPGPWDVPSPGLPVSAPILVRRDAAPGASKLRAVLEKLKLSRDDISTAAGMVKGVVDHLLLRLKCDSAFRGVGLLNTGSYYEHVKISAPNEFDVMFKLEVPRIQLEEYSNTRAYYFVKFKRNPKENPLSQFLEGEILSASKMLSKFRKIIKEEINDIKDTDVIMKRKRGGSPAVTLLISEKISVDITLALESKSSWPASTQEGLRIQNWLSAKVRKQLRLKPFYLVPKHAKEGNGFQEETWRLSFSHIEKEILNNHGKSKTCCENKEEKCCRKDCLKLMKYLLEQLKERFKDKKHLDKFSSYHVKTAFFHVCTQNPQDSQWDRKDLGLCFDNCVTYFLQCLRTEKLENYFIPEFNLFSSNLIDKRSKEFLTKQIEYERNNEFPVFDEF
Numbers without * were called inactive; x = not tested or not shown; & = joins results of further samples. Unless noted, no stated cut-off is given here; in the data, active means inhibition above about 40%; inactive means the rest.

mol,mcGAS lum,NPYLR7 ag,hcGAS inh
CC1CCN(c2ccc(NC(=O)C(C)Cl)cc2C(=O)N2CCCC2)CC1 (stereo not drawn),-4,18,-12
CC(NC(=O)NC(C)c1ccncc1)C(=O)N1CCCCC1C (stereo not drawn),x,3,-7
CCOc1ccc(NC(=O)N2CCC[C@H]2C(=O)N2CCC(C(=O)N3CCOCC3)CC2)cc1,-6,-6,-5
Cn1nc(C(=O)Nc2cc(-c3c(F)cccc3F)[nH]n2)ccc1=O,x,-3,8
CCOC(=O)C1CCCN(C(=O)c2nn(-c3cccc(OC)c3)c(=O)n(Cc3ccc(F)cc3)c2=O)C1 (stereo not drawn),0,-6,4
C=c1c2c(oc1=C1N=C(C(C)(C)OC)NO1)CCCC2=O,2,9,4
C=CCn1c(=O)c2c(nc3n2CC(C)=NN3CCCc2ccccc2)n(C)c1=O,-8,3,-2
CN1CCN2C[C@@H](NC(=O)c3[nH]ncc3Cl)C[C@H]2C1,-12,x,-8
COc1cc(C)c(C)cc1S(=O)(=O)NCCOc1ccc(-c2ccc(C)cc2)nn1,-9,-6,-8
CN(Cc1ccccc1)c1ccc(-c2cccc(C(=O)NNc3ccccn3)c2)nn1,-3,-5,-3
C=CCc1cccc2cc(C(=O)Nc3cccc(Cl)c3)c(=O)oc12,-7,-5,-1
CCOc1ccc(-c2ccnc(N3CCN(C(=O)C(C)(C)C)CC3)n2)cc1,-9,-8,-7
COc1cccc(CC2(CO)CCN(C(=O)c3cc4cc(F)ccc4[nH]3)CC2)c1,x,3,-6
Cc1cccc(Nc2nc(NCC3CCCO3)nc3c2cnn3-c2ccccc2)c1 (stereo not drawn),-2,0,-1
CCn1c(CNC(=O)C23CC4CC(CC(C4)C2)C3)nnc1SC(C)C,-9,-2,-4
O=[N+]([O-])c1c(NCc2ccccc2)cc(N2CCOCC2)c2nonc12,x,-10,-2
CC(C)NS(=O)(=O)c1cc(C(=O)O)cc(-c2ccc(CN(C)C)cc2)c1,x,5,-8
CCCc1nc(N(C)CCc2noc(C(C)C)n2)c2cnn(C)c2n1,-9,-1,3
CNCc1cc(-c2ccccc2F)n(S(=O)(=O)c2cccnc2)c1,-10,1,-5
O=S(=O)(c1cccc(Cl)c1Cl)N1CCCC2(CCNC2)C1 (stereo not drawn),x,4,-6
CN(C)CCCN(C(=O)c1ccc([N+](=O)[O-])o1)c1nc2cc3c(cc2s1)OCO3,-5,2,-4
CC(C)N(CC(=O)N1CCc2sccc2C1c1ccc(F)cc1)C(=O)c1ccccc1Cl (stereo not drawn),-5,19,-9
COCCNC(=O)CN1CCN(C(=O)c2cn(C(C)C)cc3c(=O)n(-c4ccccc4)nc2-3)CC1,-6,-6,-7
C=CCN(CC(=O)N1CCc2sccc2C1c1ccc(Cl)cc1Cl)C(=O)COc1ccccc1 (stereo not drawn),-1,-4,4

Two entries from above, reformatted.
Second line of a record – mcGAS lum	NPYLR7 ag	hcGAS inh
- C=CCN(CC(=O)N1CCc2sccc2C1c1ccc(Cl)cc1Cl)C(=O)COc1ccccc1 (stereo not drawn)
→ -1	-4	4
- CN(C)CCCN(C(=O)c1ccc([N+](=O)[O-])o1)c1nc2cc3c(cc2s1)OCO3
→ -5	2	-4

(listing goes on)
mol,mcGAS lum,NPYLR7 ag,hcGAS inh
c1ccc(C2c3[nH]c4ccccc4c3CCN2Cc2ccc(Oc3ncccn3)cc2)nc1 (stereo not drawn),-12,4,-10
O=C(CCCl)Nc1ccc(Br)cc1F,-7,-1,-3
O=c1[nH]c2cc([N+](=O)[O-])ccc2nc1N1CCCC1,-5,1,-7
CNC(=O)c1ccccc1NC(=O)c1nc(Cl)c(Cl)c(Cl)c1Cl,x,8,-5
Cc1ccccc1-c1nc(OCC(C)C)nn1-c1ccc(NC(=O)COc2ccccc2)cc1,-4,25,-1
Cc1cc(C(=O)N2CCC3(CCCO3)CC2)cc2sc(N)nc12,-14,7,-3
C=CCN1C(=O)NC(c2cccc(Cl)c2)C2=C1CN(CC(=O)NCCCOC)C2=O (stereo not drawn),-4,-2,-6
CCCCN1CCCCC1(C)C(=O)NCc1ccc2c(c1)CCO2 (stereo not drawn),-2,-9,-4
CC1CN(C(=O)c2cc(-c3ccccc3Cl)n[nH]2)C(C)CO1 (stereo not drawn),x,2,3
CCCc1cc(-n2nc(C)cc2C)n2ncc(-c3ccccc3)c2n1,-9,-3,-11
O=C(NCc1ccc(C(F)(F)F)cc1)c1cn(CCCc2ccccc2)nn1,-7,9,-8
CC(C)CNc1ccc2c(n1)C(=O)N([C@H](C)C(=O)NCCN(C)C)C2,x,4,-15
COC(=O)c1cccc(CSc2nnc(-c3ccc(OC)cc3)n2-c2ccc(Cl)c(Cl)c2)c1,-5,0,-3
c1csc(CNc2ccc3ncc(-c4cccc5ccccc45)n3n2)c1,1,-6,0
COc1ccc(/C=N\N2C(=O)c3cccc4c(N5CCOCC5)ccc(c34)C2=O)cc1,-4,-6,-2
Cn1cnnc1Sc1nc2c(c(=O)n(C)c(=O)n2C)n1Cc1ccc(Cl)cc1,-8,x,-10
CCn1c(SCC(=O)Nc2cc(C)nn2C)nnc1-c1ccco1,x,2,-10
COc1ccc(C=CC(=O)Nc2nnc(C3CC3)s2)c(OC)c1,x,8,-4
N=C1C(=P(c2ccccc2)(c2ccccc2)c2ccccc2)C(=O)CN1Cc1ccccc1,x,-5,-6
CC(C)(C)NC(=O)[C@@H]1CCCC[C@@H]1C(=O)NCCS(C)(=O)=O,-16,-1,-3
COC1(OC)N=C(N)C2(C#N)C(c3cccc(F)c3)C12C#N (stereo not drawn),x,1,3
Cc1cccc(N2CCC(NC(=O)CCn3nnnc3CN3CCOCC3)CC2)c1,-5,0&-3,-9&-6
O=[N+]([O-])c1cc(S(=O)(=O)N2CCCN(c3nc(Cc4ccc(F)cc4)ns3)CC2)ccc1Cl,0,19,-4
Cc1ccn(-c2ccc(Nc3ccc(NC(=O)C4CCCO4)cc3)nn2)n1 (stereo not drawn),-9,-3,-7

Another view of part of the listing above:
N=C1C(=P(c2ccccc2)(c2ccccc2)c2ccccc2)C(=O)CN1Cc1ccccc1
  mcGAS lum: x
  NPYLR7 ag: -5
  hcGAS inh: -6
COC1(OC)N=C(N)C2(C#N)C(c3cccc(F)c3)C12C#N (stereo not drawn)
  mcGAS lum: x
  NPYLR7 ag: 1
  hcGAS inh: 3
COc1ccc(C=CC(=O)Nc2nnc(C3CC3)s2)c(OC)c1
  mcGAS lum: x
  NPYLR7 ag: 8
  hcGAS inh: -4
CCn1c(SCC(=O)Nc2cc(C)nn2C)nnc1-c1ccco1
  mcGAS lum: x
  NPYLR7 ag: 2
  hcGAS inh: -10

Remaining list, next part.
mol,mcGAS lum,NPYLR7 ag,hcGAS inh
CC(=O)Nc1cccc(-c2cccc(-n3cnnc3)c2)c1,x,22,-12
CC(C)C(NC(=O)c1cccc2c1OCC2)c1nnc2n1CCNCC2 (stereo not drawn),x,1,-1
O=C(Cn1cnc([N+](=O)[O-])n1)Nc1cccc(C(F)(F)F)c1,-5,-10,-4
Cc1ncsc1COC(=O)CN1CCCOC1=O,x,2,-8
CC(=O)N(CN1C(=O)c2ccc([N+](=O)[O-])cc2C1=O)c1ccc(F)cc1,1,4,-1
CCOC(=O)c1ccccc1NC(=O)Cn1c(-n2nc(C)cc2C)nc(CC)cc1=O,-9,1,-10
Cc1cc(C)c(OCC(=O)Nc2nnn(C)n2)c(Br)c1,x,7,-6
COc1ccc(S(=O)(=O)NCc2ccco2)cc1C,-6,8,-5
CCOC(=O)C1(Cc2cccc(OC)c2)CCN(CC2CC=CCC2)CC1 (stereo not drawn),-3,3&13,-14&-7
Cc1ccc(NS(=O)(=O)c2sc(C)nc2C)nc1,-16,0&2,3&-6
Cc1ccc(S(=O)(=O)N(Cc2nccn2Cc2cccc(C)c2)CC(C)C)cc1,-2,-12,-2
CC(C)CN(CC(=O)N(Cc1ccc2c(c1)OCO2)Cc1ccco1)C(=O)/C=C/c1ccc([N+](=O)[O-])cc1,-8,24,-4
Cc1[nH]c2ccc(CNC(=O)C3CC(=O)N(c4cccc(O)c4)C3)cc2c1C (stereo not drawn),1,x,0
COC(=O)c1ccc(CC2(C)C(=O)Nc3ccc(-c4cccc(C(F)(F)F)c4)cc32)o1 (stereo not drawn),x,0,1
N#Cc1ccc(N2CCC(C(=O)NC(c3ccccc3)c3ccccc3)CC2)nc1,x,-1,-3
CCN(Cc1nc(Cc2ccccc2)no1)C1CCCCC1,x,8,-8
COc1cccc(CNC(=O)C2CCN(C(=O)CCNC(=O)/C=C/c3ccc(OC(F)(F)F)cc3)CC2)c1,-2,3,0
CC1CCCN(Cc2csc(NC(=O)CNC(=O)c3ccccc3F)n2)C1 (stereo not drawn),-2,-3,3
Cc1ccc(SCCNC(=O)C2CCN(c3ccc(C(F)(F)F)cn3)CC2)cc1,-9,5,-9
CCOC(=O)[C@@H]1[C@H](c2ccccc2)[C@@H](NC(=O)c2cccc(OC(F)(F)F)c2)[C@H]2CCCCN21,-7,1,-8
COc1ccccc1C(=O)Nc1ccccc1C1SCC(=O)N1c1cc(F)ccc1F (stereo not drawn),-8,16,-5
O=c1ccc2cc(S(=O)(=O)Nc3ccccc3F)ccc2o1,x,-1,-4
CCOC(=O)c1c(C)[nH]c(C(=O)CN(C)Cc2ccccc2)c1C,-7,0,-8
CC(C)N1CCC1(C)C(=O)Nc1ccc(-n2cncn2)cc1 (stereo not drawn),-6,3,-13
CC(=O)N1CCCn2nc(C(=O)N3CCC3c3ccccc3)cc2C1 (stereo not drawn),-2,x,4
Cc1ccc(C(=O)Nc2nc(CN3CCCC(C)C3)cs2)s1 (stereo not drawn),x,-4,-9
CN(Cc1csc(-c2ccccc2)n1)C(=O)c1cc(C2CC2)[nH]n1,x,10,-4
Cn1ncc([N+](=O)[O-])c1C(=O)Nc1cccc2ccccc12,x,-2,-3
Cc1cccc(CC(SC#N)C(=O)OCCCl)c1 (stereo not drawn),x,1,1
C=Cc1ccc(Cn2cc(C(=O)NCc3ccc(OC)cc3)sc2=O)cc1,x,16,-8
O=C(COc1ccccc1)NC1CCN(c2ccccc2C(=O)N2CCCC2)CC1,-5,16,-15
CSc1ccc(C(=O)C2CCCN(C(=O)c3ccc(Cn4nc(C)cc4C)cc3)C2)cc1 (stereo not drawn),-10&-4,10&-1,-9&-4
CCC(C)CNC(=O)c1ccccc1N1CCC(NC(=O)c2cccc(C)c2)CC1 (stereo not drawn),-5,17,-5
Cc1ncsc1CCC(=O)NCc1ccccc1-n1ccnc1C,x,10,-7
O=C(Nc1cccc(C(F)(F)F)c1)c1cccnc1Nc1cccc(C(F)(F)F)c1,-5,14,-1
O=C1NCC2(CCCN(Cc3cccc(-c4ccccc4)c3)CC2)O1 (stereo not drawn),x,-2,-10
COC(=O)CC(NC(=O)C1CCCN(S(=O)(=O)c2ccc(F)cc2)C1)c1ccccc1 (stereo not drawn),x,2,2
CCc1ncc(CN2CCOC(Cc3ccccc3)C2)cn1 (stereo not drawn),x,15,-13
CCC(=O)N=c1sc2cc(F)cc(F)c2n1C,-6,2,-2
CCN(CC)C1CCN(C(=O)c2cnc3ccccn3c2=O)C1 (stereo not drawn),-11,-2,-6
OC[C@H]1CCN(Cc2cccc(-c3ccccn3)c2)C[C@@H]1O,x,7,1
O=C(c1c(F)cccc1Cl)N1CCN(C(c2ccccc2)c2ccc(Br)cc2)CC1 (stereo not drawn),-6,15,-2
CN(CCc1ccccn1)C(=O)C1CN(S(=O)(=O)C2CC2)CC12CCCCC2 (stereo not drawn),-3,x,-5
CSc1cccc(N2CC(c3nc4ccccc4n3CCCN(C)C)CC2=O)c1 (stereo not drawn),-4,3,-10
CCC(=O)N1CCCCC1C(=O)N1CCC(OCC(N)=O)C1 (stereo not drawn),x,0,-4
O=C(NCc1cccnc1)c1cccnc1Nc1cccc(C(F)(F)F)c1,x,4,0
COc1ccccc1-c1cc(C(=O)NCCN2CCCCC2)n2nc(-c3ccc(Cl)cc3)cc2n1,-8,12,-10
O=C(c1ccc(F)cc1)N1CCN(C(=O)c2cccnc2)CC1,-2,2,-2
COc1cc(OC)cc(-c2nn(-c3ccccc3)c(OC(C)=O)c2-c2ccc(NC(=O)c3cccc(Br)c3)cc2)c1,0,-7,-2
COc1cc(S(=O)(=O)N2CCN(C)CC2)c(OC)cc1Cl,x,2,-8
O=C(c1cccs1)N1CCCC(OCc2cccc([N+](=O)[O-])c2)C1 (stereo not drawn),x,-3,3
COc1ccc2c(c1)C(C)(Cc1cccc(C(F)(F)F)c1)C(=O)N2 (stereo not drawn),1,0,1
CCc1nc2ccc(C(=O)Nc3ccc(NC(C)=O)cc3)cn2c1N(CC)C(=O)NCCc1ccccc1,-4,-5,-10
CCOC(=O)CN(CCCOC)CC(=O)N1CCSC1c1ccc(F)cc1 (stereo not drawn),-6,19,-3
CC/C(=N\NC(=O)C1(C)CC1(Br)Br)C12CC3CC(CC(C3)C1)C2 (stereo not drawn),x,1,3
O=C(O)c1sc(Br)c(I)c1I,x,-5,26
Brc1ccccc1-c1nnc(SCc2ncc(-c3ccccc3)o2)o1,x,-1,1
CCCCOCc1n[nH]c(Cc2ccccc2)n1,x,4,-4
Cc1cc(C)c(C(=O)NCCC2CN(CC(C)C)CCO2)c(=O)[nH]1 (stereo not drawn),x,16,-12
